STEP inh: blocks human striatal-enriched tyrosine phosphatase. P54829. recombinant STEP, OMFP fluorogenic substrate, fluorescence. inhibition, % at 20 µM. actives 0.25% (n = 360,000). AID 588621;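 active means inhibition at 20 µM, scaled per plate between control wells, above about 37%, limit read from the data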;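 further: 0% = DMSO with enzyme and substrate and 100% = substrate only without enzyme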
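Measure: Control-normalized % inhibition with plate pattern correction | Test system: STEP phosphatase, cell-free reaction | Medium: pH 6.0 Bis-Tris with DTT and Tween 20 | Technique: Fluorescence, 480/540 nm | Times: Reaction 20 min, ambient temperature | Doses: Single compound dose of 20 µM, 1% DMSO final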
Scp-1 inhibitor: blocks human Scp-1 phosphatase activity; actives 0.88% (n = 340,000); Q9GZU7; Recombinant Scp1, phosphopeptide, malachite green phosphate absorbance; inhibition, % at 20 µM;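 active means inhibition above about 50% at 20 µM, limit read from the data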;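 further: plate controls were DMSO wells with enzyme for no effect and wells lacking enzyme for full effect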
Target sequence (Q9GZU7 76-261 limits assumed): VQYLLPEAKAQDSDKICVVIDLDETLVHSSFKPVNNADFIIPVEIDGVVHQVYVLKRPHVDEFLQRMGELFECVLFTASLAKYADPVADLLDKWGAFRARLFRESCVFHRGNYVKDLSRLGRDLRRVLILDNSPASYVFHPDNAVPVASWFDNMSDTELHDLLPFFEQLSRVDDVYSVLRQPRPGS
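Material: truncated SCP-1 phosphatase (76-261aa) / Buffer or medium: 50 mM Tris acetate pH 5.5, 0.005% Tween-20, 10 mM MgCl2 / Compound dosing: one concentration, 20 µM, with 1.0% DMSO / Incubation: 45 min room-temperature reaction, 5 min colour, 30 min stabiliser / Detection: colorimetric free-phosphate detection, absorbance 630 nm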
MsrA inh: inhibitors of bovine MsrA. inhibition, % at 15.5 µM. actives 0.75% (n = 360,000). AID 651718. purified bovine MsrA, absorbance read-out; in the data active means inhibition above about 4.5%;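 further: 0% = vehicle wells with enzyme and 100% = reference inhibitor wells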
Rpn11 inh: Rpn11 (human) deubiquitinase inhibition; O00487; human 26S proteasome, Ub4-pepOG fluorescence polarization; 20S core pre-blocked with epoxomicin; calls only at 20 µM; actives 0.59% (n = 360,000);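 active means inhibition at 20 µM, scaled to each plate's controls, above about 33%, limit read from the data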
Target sequence (O00487 whole entry, looked up): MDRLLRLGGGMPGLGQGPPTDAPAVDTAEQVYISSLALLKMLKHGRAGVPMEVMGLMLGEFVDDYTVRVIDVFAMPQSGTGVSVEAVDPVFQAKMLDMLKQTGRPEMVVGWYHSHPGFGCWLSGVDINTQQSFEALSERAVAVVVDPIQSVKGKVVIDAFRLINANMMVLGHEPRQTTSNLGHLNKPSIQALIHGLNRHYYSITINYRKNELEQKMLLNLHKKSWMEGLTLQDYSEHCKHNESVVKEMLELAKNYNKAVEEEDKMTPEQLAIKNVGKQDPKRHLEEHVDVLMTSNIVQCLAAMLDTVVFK
LMPTP block: blocks human LMPTP phosphatase; P24666; recombinant LMPTP-A, OMFP fluorogenic substrate, fluorescence intensity; inhibition, % at 20 µM; actives 0.22% (n = 360,000); AID 651560;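 active means compounds that cut the enzyme signal by at least half of the control window in the single-dose screen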;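 further: plate controls were DMSO wells with enzyme plus substrate for no effect and substrate without enzyme for full effect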
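Assay system: LMPTP-A enzyme. Input: 0.625 nM LMPTP-A final. Probe or stimulus: 400 µM OMFP. Compound dosing: single 20 µM dose. Schedule: 50 min dark incubation at room temperature. Detection: fluorescence intensity of OMFP turnover product. Read-out: percent inhibition versus substrate-only and uninhibited controls. Benchmarks: no-enzyme low control, uninhibited high control.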
NadD inh: NadD (S. aureus) enzyme inhibition; actives 0.78% (n = 360,000); purified NadD enzyme, colorimetric absorbance read-out; inhibition, % at 20 µM; in the data active means inhibition above about 26%; further: some compounds past the cut are filed as inactive
DNMT1 block: blocks human DNA methyltransferase DNMT1. P26358. DNMT1 molecular beacon, Hinp1I cleavage, fluorescence. inhibition (reported as % activation of signal), % at 10 µM. actives 0.83% (n = 360,000); in the data active means inhibition above about 50%
SUMO1-SIM PPI: alters human SUMO1 binding to SIM partners. inhibition, % at 20 µM. AID 602429. P63165. actives 0.33% (n = 360,000). SUMO1 binding to a labelled peptide, TR-FRET, 1 h; in the data active means inhibition above about 37%
Target sequence (P63165 whole entry, looked up): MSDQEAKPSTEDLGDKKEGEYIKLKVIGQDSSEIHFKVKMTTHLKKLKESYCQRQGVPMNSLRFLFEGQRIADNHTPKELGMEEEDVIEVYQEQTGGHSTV
Tb MetRS inh: blocks T. brucei methionyl-tRNA synthetase activity | purified T. brucei MetRS, ATP depletion, Kinase-Glo luminescence | inhibition, % at 11.9 µM | actives 0.4% (n = 360,000);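 active means inhibition above a per-plate cutoff of the control wells' mean inhibition plus 3 SD, cut at about 5.5% in these data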;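 further: 0% = DMSO wells median and 100% = median of wells with control inhibitor compound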
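Material: T. brucei methionyl-tRNA synthetase, purified; reagent: substrates ATP, L-methionine and bulk Escherichia coli tRNA; dosing: 11.9 µM single point; timing: 15 min plus 2 h at 25 °C; detection: luminescence of leftover ATP; evaluation: % inhibition; control set: DMSO-only wells as low control; replicates: singlicate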
CSN deneddyl inh: CSN deneddylation inhibition | Q92905 | Purified CSN, SCF-Nedd8-OG deneddylation, fluorescence polarization | inhibition, % at 12.5 µM | actives 0.38% (n = 360,000) | AID 651999;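 active means pattern-corrected inhibition above about 35%, with an unprinted fluorescence ratio check between 0.5 and 1.5, limit read from the data, passing the limit was not always enough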;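 further: 0% = enzyme with substrate and 100% = substrate without enzyme; some results filed as inactive read as strong as hits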
Target sequence (Q92905 whole entry, looked up, one chain of several): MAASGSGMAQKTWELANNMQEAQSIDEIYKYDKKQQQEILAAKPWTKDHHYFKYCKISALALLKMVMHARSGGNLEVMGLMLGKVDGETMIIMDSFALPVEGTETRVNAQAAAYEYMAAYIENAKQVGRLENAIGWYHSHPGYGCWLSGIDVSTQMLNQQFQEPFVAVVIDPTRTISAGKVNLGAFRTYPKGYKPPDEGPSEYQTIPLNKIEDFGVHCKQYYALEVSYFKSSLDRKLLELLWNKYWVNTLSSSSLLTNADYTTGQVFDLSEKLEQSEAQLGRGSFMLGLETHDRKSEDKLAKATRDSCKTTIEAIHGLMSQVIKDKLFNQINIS
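Material: human Csn5 produced in HEK293T cells; Input: enzyme 0.24 nM; Reagent: SCFSkp2-Nedd8OG substrate at 10 nM final; Dosing: 12.5 µM compound; Incubation: 90 min reaction at room temperature; Detection: fluorescence polarization of the substrate; Evaluation: % inhibition of substrate cleavage by Csn5; Control set: substrate-only high control, full reaction low control.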
An asterisk follows results filed as active; i = inactive; · = no result given. Hits appear at their usual frequency (roughly 3.9% active in at least one column).

SMILES | STEP inh | Scp-1 inhibitor | MsrA inh | Rpn11 inh | LMPTP block | NadD inh | DNMT1 block | SUMO1-SIM PPI | Tb MetRS inh | CSN deneddyl inh
Cc1ccc(NS(=O)(=O)c2ccc(C(=O)N3CCN(c4ccccn4)CC3)cc2)cc1 | -1 | -2 | 1.3 | i | 0.7 | 0 | 0 | 5 | -1.7 | -4
COc1ccc(CCNC(=O)c2ccc(CN3CCOCC3)cc2)cc1 | 2 | -4 | 1.2 | i | -0.4 | 5 | 0 | -1 | -0.7 | -1
O=[N+]([O-])c1ccc(S(=O)(=O)N2CCN=C2SCc2ccc(F)cc2)cc1 | 5 | -2 | 1.0 | i | -0.6 | -3 | 2 | -5 | 0.2 | 1
COc1ccc(OC)c(/C=N/NC(=O)c2cc3c(OC)cc(OC)cc3[nH]2)c1 | 1 | 7 | 1.0 | i | 5.5 | 12 | -9 | -1 | -0.1 | -3
O=C(NN=C1CCCC1)c1ccccc1OCCOc1ccccc1 | 3 | 3 | -0.4 | i | -0.8 | 4 | 2 | 2 | -0.5 | -4
COc1c2ccoc2c(OC[C@@H](OC(C)=O)C(C)(C)O)c2oc(=O)ccc12 | 0 | 4 | 2.4 | i | 0.4 | 1 | -2 | -7 | -0.2 | -1
COC(=O)C1=C(C)N(c2ccc(C)cc2)/C(=C/c2ccc(O)cc2)C1=O | 1 | -10 | 1.4 | i | -0.3 | 5 | -3 | -14 | 0.2 | 6
CC1(C)NC(C)(C)C(O)(C(N)=O)C1=O (configuration not stated) | 0 | -9 | 0.2 | i | -1.6 | -2 | 1 | 1 | -0.2 | -5
Cc1ccccc1NS(=O)(=O)c1nnc(NC(=O)C(C)C)s1 | -1 | -10 | 0.4 | i | -1.4 | -5 | 1 | 2 | 0.2 | -1
Cc1ccc2nc(N3CCN(c4cccc(C)c4C)CC3)c3nnnn3c2c1 | 6 | -2 | 0.3 | i | 0.0 | 8 | 6 | -11 | -0.2 | 3
Clc1ccc(-n2nnnc2Sc2ncnc3sccc23)cc1 | 0 | -5 | -0.6 | i | 2.9 | 5 | 11 | 2 | -0.5 | 6
CCc1ccc(OCC(=O)Nc2cccc3nsnc23)cc1 | 4 | -12 | 3.4 | i | 1.4 | -3 | -8 | -17 | -1.1 | 1
CCN(CC)C(=O)C1CCN(S(=O)(=O)c2c(C)noc2/C=C/c2cccc(C)c2)CC1 | 0 | -4 | 0.9 | i | 3.3 | -4 | -2 | -19 | -0.4 | 4
Cc1ccc(C)c(S(=O)(=O)N(C)c2ccc(OC(=O)C3CCN(C(=O)c4ccc(F)cc4)CC3)cc2)c1 | 6 | -7 | -0.9 | i | 11 | -2 | -5 | 0 | -0.5 | -1
COc1ccc(-c2c(C)nc3c(-c4ccsc4)cnn3c2N)cc1 | 0 | -4 | 0.1 | i | 0.3 | -28 | 4 | -34 | -0.7 | 0
COc1ccc2sc(-c3ccccc3OC)c(-c3ccc(OCCN4CCOCC4)cc3)c2c1 | 3 | 4 | · | i | 0.7 | -11 | -16 | -3 | -2.5 | -8
Cc1cc(CSc2ccccc2)ccc1NC(=O)COc1ccccc1C | -1 | -11 | -0.8 | i | 0.0 | -3 | -1 | -6 | 0.2 | 4
CCCNC(=O)NC(=O)CSc1nc2ccccc2n1CC(C)C | 0 | -3 | 0.7 | i | 0.1 | 2 | -3 | -1 | -0.4 | 5
C=CCSc1nc(N)c(NC(=O)c2ccco2)c(=O)[nH]1 | -2 | 6 | -0.7 | i | -1.3 | 2 | 5 | 5 | -0.7 | 0
CC1CC(=O)Nc2ccccc2N1C(=O)COc1ccc2ccccc2c1 (configuration not stated) | -3 | 10 | 1.0 | i | 0.1 | 1 | 2 | 4 | -0.1 | 3
O=C(NCc1ccc2c(c1)OCO2)C(=O)NCC(c1ccco1)N1CCN(c2ccccc2)CC1 (configuration not stated) | 0 | -6 | -0.3 | i | 2.7 | -2 | 33 | 0 | 0.0 | 6
COC(=O)c1[nH]c2cc(OC)c(OC)cc2c1/C=N/Nc1ccccc1 | -3 | -1 | 3.6 | i | 4.1 | -8 | -21 | -14 | -0.6 | -6
O=C(CNc1cccc(Br)c1)Nc1ccc(S(=O)(=O)N2CCCCC2)cc1 | -1 | · | 0.3 | i | 3.6 | 9 | -7 | 6 | 0.7 | -1
CCCCn1c(Nc2ccccc2)nc2ccccc21 | -1 | 0 | 0.4 | i | 17 | 3 | -2 | 1 | -1.1 | -2
COc1ccc(-c2n[nH]c(=S)n2-c2ccc(C)cc2)cc1 | 1 | 9 | -0.3 | i | -0.5 | 1 | 0 | 8 | -0.3 | 5
COc1ccc(S(=O)(=O)Nc2cc(C)on2)cc1NC(C)=O | 2 | -2 | 0.0 | i | -0.9 | -9 | 5 | 0 | -0.3 | 0
Clc1cccc(-c2sc(Nc3ccccc3)n[n+]2-c2ccccc2)c1Cl | 4 | 0 | 0.8 | i | 0.7 | 17 | 0 | 2 | -0.3 | 0
Cc1noc(/C=C/N(C)C)c1S(=O)(=O)NC1CCCCC1 | 1 | 1 | 0.9 | i | -1.3 | 0 | 1 | -2 | -0.9 | -2
O=C(CSc1nnnn1C1CCCCC1)Nc1ccccc1F | -3 | -3 | -0.9 | i | 0.3 | -12 | 4 | -2 | -0.8 | -1
C/C=C/c1ccc(OCCCCN2CCC(C)CC2)c(OC)c1 | 0 | 1 | -0.3 | i | 0.6 | -7 | -1 | 0 | -1.1 | 0
N#Cc1ccc(-c2csc(NC(=O)c3ccc(S(=O)(=O)N4CCc5ccccc5C4)cc3)n2)cc1 | -3 | -4 | 0.9 | i | -0.2 | 1 | 24 | 2 | -0.2 | 1
CCN1CCN(CC(=O)Nc2ccccc2)C(=O)C1=O | -1 | -13 | -0.1 | i | -1.1 | -4 | -1 | 2 | -0.3 | -1
O=C(NC(=S)Nc1ccccc1O)c1ccc(-c2ccc(Cl)cc2)o1 | 9 | -14 | 2.8 | i | 2.0 | -2 | -4 | -4 | -0.9 | 4
CCC(=O)Nc1cccc(-c2cc3ccccc3oc2=O)c1 | -2 | -3 | 1.8 | i | 0.4 | -3 | 2 | -20 | -0.2 | 7
C=C1c2cccc(OC)c2O[C@H](C(=O)OCC)[C@@H]1CC(CC)CCCC (some centres not stated) | 0 | 94* | -0.6 | i | 1.7 | 17 | 5 | 5 | -1.4 | 4
CCn1ccc(C(=O)Nc2ccccc2SC)n1 | -2 | 5 | 0.8 | i | -0.9 | 1 | 8 | -2 | -0.9 | 6
CC(=O)Nc1ccc2c(c1)Cc1c(F)cccc1-2 | -2 | -3 | 0.6 | i | 0.9 | -5 | 0 | 2 | -0.3 | -3
Fc1cccc(C[n+]2csc3ccccc32)c1 | -2 | -1 | -0.9 | i | -1.3 | -6 | 2 | -1 | -0.8 | -2
CC1(C)OCC(N)(CO)CO1 | 1 | · | 0.9 | i | -1.5 | -2 | 1 | 1 | -0.1 | -2
CN(C)S(=O)(=O)c1ccc(N2CCCC2)c(C(=O)NNC(=O)COc2cccc(F)c2)c1 | -3 | -12 | 0.6 | i | -0.7 | -1 | 1 | 5 | -0.2 | 2
Oc1ccccc1/C=N/c1c(-c2ccco2)nc2ccccn12 | 3 | -2 | 1.1 | i | 2.3 | -3 | -1 | -5 | -0.7 | -18
Cc1ccc(N(CC(=O)NC(C)(C)C)C(=O)CCC(=O)Nc2nccs2)c(C)c1 | 1 | -4 | -0.5 | i | -2.1 | -1 | 3 | 0 | -0.1 | -1
O=C(c1cnn2c(C(F)(F)F)cc(-c3ccc4c(c3)OCO4)nc12)N1CCCC1 | -2 | 7 | 1.8 | i | 1.8 | 5 | 3 | -25 | 0.0 | -2
O=C(CCc1ccc(O)cc1)NN=Cc1cc(Br)ccc1O | 0 | · | 0.9 | i | -0.4 | -2 | -3 | -3 | 0.1 | -1
Cc1cc(C(=O)CSc2nnc(-c3ccccc3F)o2)c(C)n1Cc1cccs1 | -1 | -21 | 0.2 | i | 1.9 | 0 | 3 | 3 | -0.2 | 7
CCN(c1ccccc1)S(=O)(=O)c1ccc(OC)c(NC(=O)CCc2nc3ccccc3c(=O)[nH]2)c1 | 2 | 1 | -0.1 | i | 0.3 | 5 | -4 | 9 | -0.6 | 2
Cc1cc(C)c2oc(C(=O)Nc3nnc(C(C)C)s3)cc(=O)c2c1 | 2 | -5 | 0.7 | i | -0.2 | 6 | 1 | -5 | -0.1 | 1
COC(=O)[C@@]1(Cc2ccc(OC)cc2)[C@H]2c3cc(C(=O)N4CCCC4)n(Cc4ccsc4Br)c3C[C@H]2CN1C(=O)c1ccccc1 | · | · | -0.3 | · | 4.4 | 20 | · | 2 | -1.3 | 6
